M. tuberculosis = growth inhibition of non-replicating M. tuberculosis (AID 488890). one-dose inhibition, % at 25 µM; IC50 in µM for titrated hits. hit rate 0.39% among 320,000. Mycobacterium tuberculosis non-replicating, growth inhibition; higher % means a stronger effect; in the data active means a potency from the dose series; inconclusive means inhibition mostly from about 82% at the one dose, without a potency; inactive means the rest, 99 in 100 with inhibition below about 76%;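 further: plate controls were DMSO cells for no effect and high antibiotic wells for full effect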
inhibitors of VEEV = inhibitors of VEEV TC-83 cytopathic effect, confirmation, Vero cells (AID 588727); one-dose inhibition, % at 20 µM; IC50 in µM for titrated hits; hit rate 0.13% among 350,000; Vero cells, VEEV TC-83 cytopathic effect inhibition; higher % means a stronger effect; in the data active means a potency from the dose series; inconclusive means inhibition mostly from about 14% at the one dose, without a potency; inactive means the rest, 99 in 100 with inhibition below about 12%; further: strong numbers were not always called active
H37Rv inhibition = M. tuberculosis growth inhibition, HTS (AID 449762); M. tuberculosis H37Rv growth inhibition, 7H9 media; higher % means a stronger effect; inhibition, % at 25 µM, or IC50 in µM where a hit was titrated; hit rate 0.59% among 330,000; in the data active means a potency from the dose series; inconclusive means inhibition above about 70% without an active follow-up result;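 further: bacterial growth assessed after seven days of incubation; strong numbers were not always called active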
Salmonella PhoP GFP = Inhibition of PhoP regulon, Salmonella typhi GFP reporter cells, confirmation, 4 h (AID 1850); one-dose inhibition, % at 50 µM; IC50 in µM for titrated hits; hit rate 0.33% among 310,000; Salmonella Typhi PhoP-promoter GFP reporter, fluorescence, 4 h; higher % means a stronger effect; in the data active means a potency from the dose series; inconclusive means inhibition mostly from about 25% at the one dose, without a potency; inactive means the rest, 99 in 100 with inhibition below about 19%;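 further: 0% = induced wells with vehicle and 100% = uninduced wells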
influenza NS1A = H1N1 influenza NS1A inhibitors, functional cell based assay (AID 504329); NS1A functional cell-based assay, percent inhibition; higher % means a stronger effect; one-dose inhibition, % at 12.5 µM; IC50 in µM for titrated hits; hit rate 0.3% among 340,000; in the data active means a potency from the dose series; inconclusive means inhibition above about 27% without an active follow-up result; further: strong numbers were not always called active
inhibitors of VEEV 10K pilot screen = also measured in inhibitors of VEEV; calls as there; inhibition, %; measured here: 10K pilot screen inhibition
Numbers without * were called inactive; i = inactive; ? = inconclusive; . = no result given; & = joins results of further samples.

SMILES	M. tuberculosis	inhibitors of VEEV	H37Rv inhibition	Salmonella PhoP GFP	influenza NS1A	others
COc1ccc(CCNC(=O)C2=CCN(S(=O)(=O)c3ccc(F)cc3)CC2)cc1OC	1%	1.0%	2%	-19%	10%
CCc1cc2cc3c(cc2nc1SCC(=O)Nc1cc(OC)c(OC)cc1C(=O)O)OCO3	11%	.	3%	-5%	.
O=C(Nc1cccc(Cl)c1)c1ccc(NCC2CCCO2)c([N+](=O)[O-])c1 (stereo not given)	8%	0.3%	-2%	-10%	7%
C=CCN1C(=O)CSc2ccc(C(=O)N3CCC4(CC3)OCCO4)cc21	.	1.9%	.	-3%	5%
C[C@H]1[C@H](C)CC[C@]2(C(=O)O)CC[C@]3(C)C(=CC[C@@H]4[C@@]5(C)C[C@@H](O)[C@H](O)C(C)(C)[C@@H]5CC[C@]43C)[C@H]12	34%	9.6%	-3%	-4%	1%
COc1ccc(CCNC(=S)N(C)C)cc1OC	-8%	0.6%	5%	-11%	.
O=C(CCCCCCC(=O)NCc1ccccc1)NCc1ccccc1	-5%	0.0%	0%	-2%	-1%
O=C(NC1CCCCC1)N1CCC(n2c(=O)[nH]c3ccccc32)CC1	1%	i	-7%	2%	2%
CCOc1ccc(-c2nnc3ccc(SCc4ccc(C(=O)OC)o4)nn23)cc1	37%	1.8%	4%	-13%	-8%
O=C(O)C1CCCCC1C(=O)Nc1ccc(F)c(F)c1 (stereo not given)	2%	1.8%	2%	-5%	-6%
Cc1cc(NC(=O)CSc2nnc(Cn3c(=O)sc4ccccc43)n2-c2ccccc2C)no1	3%	i	-15%	-2%	9%
Cc1ccc(C)n1-c1cc([N+](=O)[O-])ccc1-n1ccnc1	15%	1.7%	10%	-5%	.

Filtered by structure, those above containing fluorine
SMILES	M. tuberculosis	inhibitors of VEEV	H37Rv inhibition	Salmonella PhoP GFP	influenza NS1A	others
COc1ccc(CCNC(=O)C2=CCN(S(=O)(=O)c3ccc(F)cc3)CC2)cc1OC	1%	1.0%	2%	-19%	10%
O=C(O)C1CCCCC1C(=O)Nc1ccc(F)c(F)c1 (stereo not given)	2%	1.8%	2%	-5%	-6%

5 entries out of the list, ordered by SMILES length, ascending:
SMILES	M. tuberculosis	inhibitors of VEEV	H37Rv inhibition	Salmonella PhoP GFP	influenza NS1A	others
O=C(O)C1CCCCC1C(=O)Nc1ccc(F)c(F)c1 (stereo not given)	2%	1.8%	2%	-5%	-6%
Cc1ccc(C)n1-c1cc([N+](=O)[O-])ccc1-n1ccnc1	15%	1.7%	10%	-5%	.
O=C(NC1CCCCC1)N1CCC(n2c(=O)[nH]c3ccccc32)CC1	1%	i	-7%	2%	2%
O=C(Nc1cccc(Cl)c1)c1ccc(NCC2CCCO2)c([N+](=O)[O-])c1 (stereo not given)	8%	0.3%	-2%	-10%	7%
Cc1cc(NC(=O)CSc2nnc(Cn3c(=O)sc4ccccc43)n2-c2ccccc2C)no1	3%	i	-15%	-2%	9%

Molecules listed so far that have a carbonyl joined to an NH by a bond outside any ring (seven):
SMILES	M. tuberculosis	inhibitors of VEEV	H37Rv inhibition	Salmonella PhoP GFP	influenza NS1A	others
COc1ccc(CCNC(=O)C2=CCN(S(=O)(=O)c3ccc(F)cc3)CC2)cc1OC	1%	1.0%	2%	-19%	10%
CCc1cc2cc3c(cc2nc1SCC(=O)Nc1cc(OC)c(OC)cc1C(=O)O)OCO3	11%	.	3%	-5%	.
O=C(Nc1cccc(Cl)c1)c1ccc(NCC2CCCO2)c([N+](=O)[O-])c1 (stereo not given)	8%	0.3%	-2%	-10%	7%
O=C(CCCCCCC(=O)NCc1ccccc1)NCc1ccccc1	-5%	0.0%	0%	-2%	-1%
O=C(NC1CCCCC1)N1CCC(n2c(=O)[nH]c3ccccc32)CC1	1%	i	-7%	2%	2%
O=C(O)C1CCCCC1C(=O)Nc1ccc(F)c(F)c1 (stereo not given)	2%	1.8%	2%	-5%	-6%
Cc1cc(NC(=O)CSc2nnc(Cn3c(=O)sc4ccccc43)n2-c2ccccc2C)no1	3%	i	-15%	-2%	9%

Continued:
SMILES	M. tuberculosis	inhibitors of VEEV	H37Rv inhibition	Salmonella PhoP GFP	influenza NS1A	others
COc1cccc(OC)c1OC(=O)c1cnccn1	-3%	i	3%	3%	7%
CC1(O)C(=O)C=C2C=C(c3ccc(C#N)cc3)OC=C2C1=O (stereo not given)	-3%	.	-5%	5%	.
COC(CNC(=O)c1ccc2nc3ccccc3c(=O)n2c1)OC	4%	0.3%	3%	0%	17%
Cc1ccc(-n2[nH]c(C)c(CCC#N)c2=O)cc1	-3%	0.6%	4%	13%	18%
COc1cccc(CNS(=O)(=O)c2ccc(-n3cnnn3)c(C)c2)c1	-3%	i	-2%	5%	-5%
O=C1CC(NNc2ccccc2)C(=O)N1c1ccccc1 (stereo not given)	43%	2.4%	9%	-2%	-8%
O=C(CN(c1ccccc1F)S(=O)(=O)c1ccccc1)Nc1ccc2c(c1)OCCO2	-7%	6.8%	-2%	9%	-9%
CCc1ccccc1N1CC23C=CC(O2)C(C(=O)OCC(C)C)C3C1=O (stereo not given)	-21%	0.1%	-10%	-3%	-4%
O=C1CC(N2CCN(c3ccc(F)cc3)CC2)C(=O)N1Cc1cccs1 (stereo not given)	?	0.7%	-9%	6%	-2%
O=C(CSc1ccc2ccccc2c1Br)Nc1cccc(S(=O)(=O)NC2=NCCCCC2)c1	25%	7.8%	-2%	-5%	3%
C=C(C)C1CCC2(C(=O)O)CCC3(C)C(CCC4C5(C)C(C=O)C(O)C(C)(C)C5CCC43C)C12 (stereo not given)	-8%	2.6%	0%	1%	-11%
CCNC(=S)N/N=C(\C)c1ccc2ccccc2c1	?	.	?	7%	.
O=C(NCc1ccc(F)c(F)c1)C1CCC(=O)N(CCc2ccccc2)C1 (stereo not given)	.	1.5%	.	.	1%
O=C(CCC(=O)N(CC(=O)NC1CCCCC1)Cc1cccs1)Nc1ccccn1	-15%	1.5%	-9%	3%	-5%
Cc1ccccc1S(=O)(=O)NC1=NCCCCC1	-4%	2.8%	0%	-9%	-6%
CCC(=O)N1c2ccc(S(=O)(=O)CCC(=O)NC3CCCC3)cc2CC1C (stereo not given)	9%	0.2%	3%	9%	5%
COc1cc(OC)cc(-c2nnc(NC(=O)CCS(=O)(=O)c3ccccc3)o2)c1	79%	8.3%	6%	-2%	-6%
Nc1c(Br)cc2c(c1Br)C(O)c1ccccc1-2 (stereo not given)	.	0.0%	.	.	14%
O=C(O)Cc1ccc(-c2ccccc2-c2ccccc2)cc1	20%	1.0%	2%	-3%	-7%
CN1N=C(C(=O)N=c2sc3ccccc3n2C)CCC1=O	.	0.3%	.	.	14%
COC(=O)c1c(NC(=O)COC(=O)Cn2cnc3ccccc32)sc2c1CCCC2	16%	0.9%	-3%	-6%	-2%
Cc1ccc[n+](CC(O)Cn2c3ccccc3c3ccccc32)c1 (stereo not given)	19%	i	3%	-2%	-11%
CC(O)[C@H]1CC[C@H]2[C@@H]3CC[C@H]4C[C@@H](O)CC[C@]4(C)[C@H]3C(=O)C[C@]12C (stereo not given in full)	-8%	i	3%	5%	-8%
Clc1cnc(N/N=C/c2cccs2)c(Cl)c1	?	6.1%	5%	-27%	2%
O=C(NCC(=O)N1CCCC(C(F)(F)F)C1)c1ccccc1Br (stereo not given)	6%	i	4%	-10%	10%
CCOC(=O)c1ccc2nc(C)c(C)nc2c1	-10%	1.1%	-9%	-7%	6%
CCC(CC)NC(=O)CSc1nnc(-c2ccc(OC)cc2)n1C(C)C	-9%	i	-3%	9%	-3%
CC(=O)Nc1ccc(S(=O)(=O)NNC(=O)COc2cc(C)ccc2C(C)C)cc1	11%	8.9%	8%	-3%	3%
Cc1noc(C)c1CSc1ncnc2sc3c(c12)CCC(C)C3 (stereo not given)	-8%	.	8%	-3%	.
O=c1[nH]cc(O)c(=O)[nH]1	-11%	1.2%	-11%	7%	-2%
COc1ccc(/C=C/C(=O)c2cc(Cl)ccc2O)c(OC)c1	25%	1.2%	6%	3%	25%
O=S(=O)(Nc1ccccc1N1CCOCC1)c1ccc(F)c(Cl)c1	20%	3.1%	10%	6%	-13%
COc1ccc(/C(N)=N/OC(=O)c2c(-c3ccccc3Cl)noc2C)cc1OC	5%	7.6%	4%	-2%	-6%
Cc1sc2ncnc(OCC(=O)NC3CCS(=O)(=O)C3)c2c1C (stereo not given)	-1%	4.1%	0%	1%	9%
OCCNc1nc(NCc2ccccc2)c2ccccc2n1	27%	i	6%	-4%	1%
O=C(Nc1cccc(C(=O)N2CCN(c3ccc(F)cc3)CC2)c1)c1ccccc1	15%	0.2%	16%	-4%	8%	inhibitors of VEEV 10K pilot screen=1.6
CCOc1ccc(OCCC(=O)OCC(=O)NCc2ccccc2)cc1	29%	3.3%	-12%	-4%	5%
CS(=O)(=O)N1CCN(c2ccc(Cl)cc2[N+](=O)[O-])CC1	14%	0.2%	1%	0%	-13%
COc1ccccc1NC(=O)C1CCCN(S(=O)(=O)c2cnc[nH]2)C1 (stereo not given)	.	i	-4%	14%	-12%
CCNC(=S)N1C2CCC1CC(NC(=O)NC1CCCCC1)C2 (stereo not given)	-8%	i	-1%	-4%	3%
Cc1[nH]n(-c2ccccc2)c(=O)c1N=Nc1ccccc1C(=O)N1CCCCC1	4%	7.8%	1%	-6%	36%
C[C@]12CCC(=O)C=C1CC[C@@H]1[C@@H]2[C@@H](O)C[C@@]2(C)[C@H]1CC[C@]2(O)C(=O)COC(=O)CCC(=O)O	8%&1%	2.6%&0.7%	-1%&7%	-6%&-1%	-1%&4%
O=C(CSc1ncccn1)Nc1cccc2ccccc12	15%	1.4%	-5%	7%	5%
CCOCCOC(=O)c1ccc(NC(=O)c2cc(OC)c(OC)c(OC)c2Br)cc1	4%	2.8%	11%	11%	14%
CC1CCCC(NC(=O)COC(=O)c2ccc(S(=O)(=O)N3CCOCC3)cc2)C1C (stereo not given)	1%	0.6%	-2%	11%	3%
CCC(C)(C)NC(=O)/C=C/c1ccc(OC)c(S(=O)(=O)N2CCOCC2)c1	10%	2.3%	-3%	-2%	8%
O=C(COC(=O)CCCOc1ccccc1)NNC(=O)c1ccc([N+](=O)[O-])cc1	-3%	0.4%	-2%	-3%	-11%
CCC(C(=O)N1CCOCC1)n1c(C(=O)OC)cc2occc21 (stereo not given)	1%	0.4%	0%	0%	0%
CCC(C)(c1ccc(C(=O)OC)s1)c1ccc(C(=O)OC)s1	42%	i	17%	37%	4%
CC(=O)Nc1ccc(S(=O)(=O)N2CCN(Cc3cccnc3)CC2)cc1	-16%	0.6%	-2%	0%	-5%
Cc1ccn2cc(CNS(=O)(=O)c3ccc(Cl)s3)nc2c1	46%	0.2%	-5%	-1%	-2%
CCCNC(=O)Cn1c(=O)/c(=C\c2ccc(-c3cccc([N+](=O)[O-])c3)o2)s/c1=C\C(=O)C(C)(C)C	5%	5.4%	4%	-8%	2%
Cc1ccc(OCC(=O)N(Cc2ccco2)C2CCS(=O)(=O)C2)cc1 (stereo not given)	-19%	0.7%	-5%	3%	6%
COc1ccc(-c2nc3c(s2)CCc2onc(-c4ccc(Br)cc4)c2-3)cc1	16%	0.9%	-8%	-6%	-4%
Nc1nnnn1/N=C/c1cc([N+](=O)[O-])ccc1O	-2%	2.0%	2%	28%	-13%
Cc1ccc(-c2csc3ncnc(-n4nnc5ccccc54)c23)cc1	44%	3.5%	-2%	2%	-1%
COc1cc2c(cc1OC)-c1n[nH]c(=S)n1C(C)(C)C2	-11%	0.9%	-1%	-7%	-10%
CCOc1ccccc1C(=O)N1CCN(c2cccc(Cl)c2)CC1	31%	?	-6%	-2%	-8%
CCC(=O)Nc1ccc2c(c1)ncn2-c1ccc(C)cc1	15%	2.6%	5%	-8%	4%
CC(=O)c1cn(CC(=O)NCc2ccc3c(c2)OCO3)c2ccccc12	-11%	0.3%	5%	-11%	-2%
Later entries
SMILES	M. tuberculosis	inhibitors of VEEV	H37Rv inhibition	Salmonella PhoP GFP	influenza NS1A	others
COc1ccc(C2=NS(=O)(=O)N(C)C(C(=O)NC3CCCCC3)=C2)cc1OC	-22%	i	-3%	-4%	5%
CCc1ccc([C@@H]2CC=C(C(=O)O)[C@H](c3ccc(F)cc3)N2S(=O)(=O)c2ccc(C)cc2)cc1	29%	0.5%	4%	1%	2%
Cn1nnnc1-c1cc(Cl)cc(Cl)c1	-8%	0.5%	-5%	-2%	2%
COc1ccccc1CNC(=O)CCNC(=O)c1ccco1	.	0.6%	.	.	9%
CCOC(=O)c1cnc2c(OC)cccc2c1N1CC(C)CC(C)C1 (stereo not given)	10%	3.8%	23%	3%	-23%
CC(=O)N/C(=C\c1ccccc1)C(=O)NCC(=O)O	.	1.6%	.	.	-9%

Source: PubChem BioAssay
